Bioassay records as filed in PubChem BioAssay.
BRCA1 expr act: BRCA1 expression activation. MCF7-BRCA1-FFLuc reporter, luminescence, 48 h; response scale: scaled: vehicle 0%, 10 µM genistein 100%. Potency, µM (doses to about 46.1 µM), without a hit: at the top dose activation, actives largely listed as activators. 380,000 tested, 1.1% active; further: potency means the concentration at half of the fitted maximal effect; nearly all actives have a fitted effect of over 80% in size; some results filed as inactive show a strong effect at the top dose
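Cells: MCF7-BRCA1-FFLuc, 2000/well. Exposure: 48 h, 37 °C, 5% CO2. Read: luminescence, 15 min post-substrate. Controls: genistein 10 microM (maximal activation), DMSO (neutral).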
Menin MLL FP TR: displaces Texas Red mutant MLL peptide from human menin; O00255; Menin + Texas Red MLL mutant peptide, fluorescence polarization; Potency, µM (series often up to 61.6 µM), for inactives: at the top dose FP activity change, negative = inhibition, actives largely listed as inhibitors; 270,000 tested, 0.23% active; active means well fitted inhibition curve with a large enough effect in the polarisation, with a control signal flat, not every such curve was filed as active; inconclusive means small, poorly fitted or top-dose-only effect, or effect the other way, or a change in a side signal; inactive means no such curve, though single readings can be large or run the other way; the % refers to the polarisation; further: potency means the concentration at half of the fitted maximal effect; % of control where 0% means no effect; many of its hits are not listed in these tables
Rab9 promoter act: Rab9 promoter activation. Huh7 Rab9 promoter-luciferase reporter, luminescence, 24 h. Potency, µM (highest dose often 9.22 µM), without a hit: at the top dose activation, negative = inhibition, most hits filed as activators. 320,000 tested, 2.8% active; further: potency means the concentration at half of the fitted maximal effect; % of control where 0% means no effect; nearly all actives have a fitted effect of over 60% in size
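Using Huh7 cells stably transfected with Rab9 promoter–luciferase, compounds were incubated 24 h at 37 °C, 5% CO2; luciferase luminescence was read 10 min after reagent addition.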
p53 reactivation: re-activators of mutant p53; H1299 p53-A138V BP100-luciferase reporter, luminescence, 24 h; Potency, µM (top dose mostly 92.2 µM), without a hit: at the top dose activity change, positive = activation, actives largely listed as activators; 320,000 tested, 0.063% active; AID 504706; further: potency means the concentration at half of the fitted maximal effect; % of control where 0% means no effect; nearly all actives have a fitted effect of over 45% in size
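p53-null H1299 cells stably carrying temperature-sensitive p53-A138V and a BP100-luciferase reporter were pinned with compounds (4-point, 1:5 series) and held 24 hrs at 37 deg C. Luminescence was read 10 min after detection reagent.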
VP16 counter: Gal4-VP16 reporter inhibition counter-screen; Drosophila S2 Gal4-VP16 UAS-luciferase, luminescence, 20 h; Potency, µM (titrated, usually from 53.6 µM), for the others: top-dose activity, negative = inhibition, hits mostly inhibitors; 310,000 tested, 3.5% active; AID 2546;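 further: Gal4-VP16 expression switched on by copper sulfate through the metallothionein promoter; potency means the concentration at half of the fitted maximal effect; on the % scale 0 is the no-effect control and ±100 the full control effect; nearly all actives have a fitted effect of over 50% in size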
PKM2 activator: PKM2 (human) enzyme activation. 260,000 tested, 0.34% active. Potency, µM (highest dose often 57.5 µM), inactives show at the top dose activation, hits mostly activators. AID 1631. P14618. purified PKM2, Kinase-Glo ATP luminescence, activation; response scale: 0% is enzyme alone, no compound; further: potency means the concentration at half of the fitted maximal effect; on the % scale 0 is the no-effect control and ±100 the full control effect; nearly all actives have a fitted effect of over 55% in size
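ATP formation by purified human PK-M2, quantified via coupled luciferase luminescence after 1 h at room temperature with 0.1 mM ADP and 0.5 mM PEP final.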
RORgamma inh: blocks mouse ROR gamma transcriptional activity; P51450; Drosophila S2 Gal4-RORgamma UAS-luciferase reporter, 20 h; Potency, µM (top dose mostly 53.6 µM), for inactives: at the highest dose activity change, negative = inhibition, usual class: inhibitors; 310,000 tested, 5.4% active; AID 2551; further: potency means the concentration at half of the fitted maximal effect; on the % scale 0 is the no-effect control and ±100 the full control effect; nearly all actives have a fitted effect of over 60% in size
Target sequence (P51450 whole entry, looked up, the tested form may be a part): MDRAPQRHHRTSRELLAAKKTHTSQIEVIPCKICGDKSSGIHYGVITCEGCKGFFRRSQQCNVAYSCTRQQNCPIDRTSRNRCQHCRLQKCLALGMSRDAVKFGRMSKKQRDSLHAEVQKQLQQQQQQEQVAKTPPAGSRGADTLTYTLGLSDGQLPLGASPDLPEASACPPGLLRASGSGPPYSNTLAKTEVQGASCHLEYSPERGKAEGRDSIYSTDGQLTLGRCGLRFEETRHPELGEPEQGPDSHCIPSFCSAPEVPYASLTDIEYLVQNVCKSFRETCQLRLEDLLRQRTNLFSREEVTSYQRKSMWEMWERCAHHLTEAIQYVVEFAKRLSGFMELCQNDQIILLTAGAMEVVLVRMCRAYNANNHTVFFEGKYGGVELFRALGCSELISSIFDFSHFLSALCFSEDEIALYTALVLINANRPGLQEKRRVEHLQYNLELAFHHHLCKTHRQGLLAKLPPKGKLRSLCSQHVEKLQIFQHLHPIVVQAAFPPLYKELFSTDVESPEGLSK
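Schneider cells (Drosophila), stable Gal4 DBD–ROR gamma + UAS-luc; 1 hr cmpd preincubation; Cu2+ induction 700 uM final; 20 hr ambient; luminescence.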
FLuc modulator: inhibits or activates purified firefly luciferase, miR-21 counter-screen; P08659; purified FLuc, Km substrates, luminescence inhibition; Potency, µM (highest dose often 57.5 µM), inactives show at the highest dose activity change, negative = inhibition, actives largely listed as inhibitors; 360,000 tested, 6.9% active;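 further: potency means the concentration at half of the fitted maximal effect; plate controls were vehicle for no effect and reference inhibitor for full effect; nearly all actives have a fitted effect of over 55% in size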
Target sequence (P08659 whole entry, looked up): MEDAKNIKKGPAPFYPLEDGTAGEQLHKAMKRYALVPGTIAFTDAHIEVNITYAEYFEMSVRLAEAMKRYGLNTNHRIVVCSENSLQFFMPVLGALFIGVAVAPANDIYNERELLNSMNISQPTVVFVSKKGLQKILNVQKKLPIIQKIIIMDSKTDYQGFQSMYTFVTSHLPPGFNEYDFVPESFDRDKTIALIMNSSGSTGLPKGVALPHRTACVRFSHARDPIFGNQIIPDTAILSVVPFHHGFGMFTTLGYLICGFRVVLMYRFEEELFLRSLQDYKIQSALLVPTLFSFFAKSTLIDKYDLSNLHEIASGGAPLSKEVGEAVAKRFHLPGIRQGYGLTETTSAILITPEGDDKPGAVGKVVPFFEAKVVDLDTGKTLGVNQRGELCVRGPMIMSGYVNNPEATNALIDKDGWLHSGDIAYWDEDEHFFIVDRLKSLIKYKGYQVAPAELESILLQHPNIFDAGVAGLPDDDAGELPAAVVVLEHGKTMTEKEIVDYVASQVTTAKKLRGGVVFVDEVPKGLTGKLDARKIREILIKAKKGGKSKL
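Purified P. pyralis luciferase, 10 nM final, with Km-level 10 uM D-luciferin and 10 uM ATP in 50 mM Tris acetate pH 7.5, 10 mM Mg acetate, 0.01% Tween-20, 0.05% BSA; 6-point qHTS titration about 60 µM downward; luminescence read.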
Giardia kill: Giardia lamblia killing; AID 540267; activity change, % at 7.66 µM, hits read low; 340,000 tested, 0.15% active; Giardia lamblia trophozoite viability; in the data active means activity change below about -80%; inconclusive means between about -30% and that limit;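 further: parasites exposed to compound for two days anaerobically before the ATP read; on the % scale 0 is the no-effect control and ±100 the full control effect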
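Trophozoite viability was measured as ATP-dependent luminescence, read 15-30 min after reagent addition. Before that, parasites at 100 cells/well were exposed to compounds for 48 h, anaerobically, at 37 deg C.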
ELG1 genotox: induces genotoxicity in HEK293T cells with luciferase-tagged ELG1 | HEK293T ELG1-luciferase reporter, luminescence, 16 h | Potency, µM (highest dose often 46 µM), inactives show top-dose activity change, positive = activation, most hits filed as activators | 330,000 tested, 1.3% active | AID 504466; further: potency means the concentration at half of the fitted maximal effect; % of control where 0% means no effect; nearly all actives have a fitted effect of over 60% in size
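Luminescence read-out: rising ELG1-luciferase signal, reflecting elevated ELG1 protein under genetic stress, flags genotoxic compounds. Cells were treated for 16 hr at 37 °C before ONE-Glo detection.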
NPC1 promoter act: NPC1 promoter activation; Huh7 NPC1 promoter luciferase reporter, 24 h; Potency, µM (titrated, usually from 9.22 µM), for inactives: at the highest dose activation, most hits filed as activators; 320,000 tested, 2.4% active; AID 485313;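 further: potency means the concentration at half of the fitted maximal effect; % of control where 0% means no effect; nearly all actives have a fitted effect of over 60% in size; reporter is driven by a mutant NPC1 promoter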
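Stable NPC1-promoter luciferase Huh7 line; cpd (DMSO) 24 h, 37 °C, 5% CO2; Amplite luciferase reagent 10 min RT; luminescence readout. qHTS format.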
* = called active by the depositor; ? = inconclusive; nt = no result given; & = joins results of further samples; [ ] = another dose, or the depositor's remark. Unless noted, the call rests on the fitted dose curve; in most records, active means well fitted curve in the direction sought with a large enough effect; inconclusive means small, poorly fitted or top-dose-only effect, or another doubt; inactive means no such curve, though single readings can be large; an effect the other way counts as inactive or inconclusive.

SMILES | BRCA1 expr act | Menin MLL FP TR | Rab9 promoter act | p53 reactivation | VP16 counter | PKM2 activator | RORgamma inh | FLuc modulator | Giardia kill | ELG1 genotox | NPC1 promoter act
C/C(=N\NC(=O)COc1ccccc1[N+](=O)[O-])c1cccc(NC(=O)c2ccncc2)c1 | -17% | nt | 13% | -6% | -24% | 4% | -35% | ? | -8 | -17% | 9%
CC(C)n1nc(C(=O)OCC(=O)N2CC(=O)Nc3ccccc32)c2ccccc2c1=O | 18% | -6% | 3% | 0% | 5% | -1% | -3% | 0% | 3 | -1% | -2%
CC(=O)C1[C@H](N(C)C)CC2C3CC=C4CC(O)CC[C@]4(C)C3CC[C@@]21C (some centres not stated) | 5% | 13% | 0% | -2% | -8% | nt | -15% | 0% | 4 | 0% | -3%
Cn1c(=O)c2c(nc(CN3CCN(c4ccccc4)CC3)n2Cc2ccccc2Cl)n(C)c1=O | -66% | -17% | 11% | 1% | -4% | 7% | ? | 3% | 3 | 0% | -8%
C=C(C)C1CC=C(C)/C(=N/NC(=O)c2ccc(NC(=O)CC)cc2)C1 (configuration not stated) | 2% | nt | 3% | -4% | 8% | -9% | -3% | -3% | 16 | -3% | 2%
O=C(COC(=O)C1CCN(c2ccc(C(F)(F)F)cn2)CC1)NC1CCCCC1 | -3% | nt | -3% | -2% | nt | nt | nt | 5% | -2 | -1% | -8%
Cc1ccc(-n2nc3c(c2NC(=O)c2ccc4c(c2)OCO4)CSC3)cc1 | 12% | -4% | -3% | 6% | -27% | 8% | ? | 0% | -9 | -2% | -6%
COC(=O)c1c(NC(=O)/C=C/C(=O)O)sc(C)c1-c1ccc(C(C)C)cc1 | -88%[inhibitor] | 19% | 2% | -8% | -28% | 6% | ? | ? | -3 | 1% | -3%
CCCN1CCc2c(sc(NC(=O)CCS(=O)(=O)c3ccccc3)c2C(N)=O)C1 | -26% | -8% | 0% | 14% | 0% | -9% | 34% | 3% | -5 | -4% | -7%
COc1ccc(-c2cc3c(=O)n(CC(=O)N4CCCC4)ncn3n2)cc1 | -1% | nt | 22% | 16% | -21% | nt | -13% | ? | -8 | 6% | 22%
CC(C)(C)c1ccc(C2SCC(=O)N2c2cccc(C(=O)O)c2)cc1 (configuration not stated) | 41% | 28% | 15% | 11% | -1% | nt | 44% | -7% | 8 | 12% | 12%
Cc1onc(-c2ccccc2)c1C(=O)OCC(=O)N1CCC(C)CC1 | 0% | nt | 0% | -16% | nt | nt | nt | 4% | ? | 3% | -1%
O=C(NC12CC3CC(CC(C3)C1)C2)N1CCC(n2nnc3ccccc32)CC1 | -44% | -9% | -1% | 3% | -9% | 0% | -24%[10 µM] | 2% | -1 | 2% | 3%
COc1cc(C(=O)/C=C/c2cccnc2)ccc1O | -70% | nt | 6% | ? | ? | nt | 10µM* | 19µM* | -14 | -39%[inhibitor] | -4%
C=CCNC(=O)c1ccc(CNS(=O)(=O)c2ccc(NC(C)=O)cc2)cc1 | -6% | -1% | -2% | 0% | -11% | -2% | -17% | 3% | -25 | 3% | -2%
CCOc1ccc(C(=O)Nc2cnn(Cc3ccc(Cl)c(Cl)c3)c2)cc1 | -47% | nt | 5% | 0% | -5% | 2% | 35% | -16% | -15 | 2% | -1%
CN(C)S(=O)(=O)c1cccc(C(=O)Nc2ccccc2[N+](=O)[O-])c1 | -30% | -3% | 11% | -35%[inhibitor] | 0% | -12% | 26% | ? | -2 | 0% | -1%
O=C(NN1C(=O)/C(=C/C=C/c2ccco2)SC1=S)c1ccncc1 | -7% | nt | 3% | 12% | -2% | -3% | 5% | 21µM* | 8 | 0% | -3%
COc1ccccc1OCc1nnc(SCC(=O)Nc2ccc(N3CCOCC3)cc2)n1C | 9% | -16% | 16% | 6% | -3% | nt | -6% | 12µM* | -10 | 1% | 4%
COC(=O)CSc1nnc(NC(=O)/C=C\c2ccc3c(c2)OCO3)s1 | -16% | 3% | -8% | 7% | -1% | -1% | -7% | -20% | -11 | 11% | -3%
C/C=C1\COC(C(=O)NCc2ccccc2)(C(F)(F)F)C=C1C=C1CCCCC1 (configuration not stated) | -24% | -6% | nt | nt | ? | nt | ? | nt | -18&-15 | nt | nt
COc1ccc(N2CCN(C(=O)CN3C(=O)NC(C)(C4CC4)C3=O)CC2)cc1 (configuration not stated) | 3% | nt | -2% | 0% | nt | nt | nt | nt | -2 | 1% | 5%
Oc1ccc(-c2[nH]ncc2-c2ccc(Br)cc2)c(O)c1 | -35% | ? | -3% | -2% | -9% | nt | -18% | 0% | 0 | -4% | 1%
CCc1ccc(C(=O)c2cc3ccc(O)cc3oc2=O)cc1 | 55% | 20% | -2% | 1% | -4% | nt | -2% | ? | -6 | 5% | 5%
CCOc1ccc(S(=O)(=O)N2CCCCC2)cc1NS(=O)(=O)c1cccs1 | 4% | nt | -3% | -3% | nt | nt | nt | 3% | -10 | 0% | 1%
SMILES | BRCA1 expr act | Menin MLL FP TR | Rab9 promoter act | p53 reactivation | VP16 counter | PKM2 activator | RORgamma inh | FLuc modulator | Giardia kill | ELG1 genotox | NPC1 promoter act
CCCCC(=O)Nc1ccc(C(=O)N(CC)c2ccccc2C)cc1 | 0% | -28% | -1% | 7% | -1% | -4% | 2.2µM* | 3% | 0 | -4% | -3%
Cc1ccc(C2C=C(c3ccccc3)Nc3nc(N4C(=O)CCC4=O)nn32)cc1 (configuration not stated) | -1% | -14% | -2% | 1% | 5% | 7% | 16% | -5% | -20 | 1% | -2%
Cc1ccc(C)c(OCC(=O)Nc2c(C)n(C)n(-c3ccccc3)c2=O)c1 | 3% | nt | -6% | 1% | nt | nt | nt | 0% | -25 | -1% | -1%
COc1cc(OC)nc(NC(=O)CCl)n1 | 9% | 1% | nt | nt | 12% | -7% | -4% | 2% | -19 | nt | nt
O=C(O)CCc1cccnc1 | -5% | -18% | -6% | -1% | 1% | 6% | -8% | -1% | 17 | 1% | -1%
COCCNC(=O)c1cnn2c(C(F)(F)F)cc(-c3ccc4c(c3)OCO4)nc12 | -21% | 15% | 0% | 4% | -2% | 3% | -14% | 7% | -21 | 1% | -3%
CCN(CC)CCC/C(=N\O)C(O)(c1ccccc1)c1ccccc1 | 1% | 12% | 1% | -2% | 3% | -4% | -11% | 0% | -8 | 0% | -1%
COc1ccc(CNC(=O)C2CCC(CNS(=O)(=O)c3cccc4cccnc34)CC2)cc1 (configuration not stated) | -10% | nt | -2% | -6% | 4% | nt | 1% | -2% | 1 | 0% | 4%
Nc1nc(COC(=O)C2CC(=O)N(Cc3ccccc3)C2)nc(Nc2ccccc2)n1 (configuration not stated) | -5% | nt | 2% | 2% | nt | nt | nt | -9% | 16 | 2% | 5%
Clc1ccccc1-c1nc(/C=N/N2CCOCC2)c2ccccn12 | -10% | 1% | -3% | -2% | -16% | 0% | ? | -17% | -3 | 10% | -2%
O=C(CCNS(=O)(=O)c1ccc(Br)cc1)N1CCCCCCC1 | -32% | nt | -4% | 0% | nt | nt | nt | -2% | 15 | 2% | 0%
Cc1ccccc1OCCNC(=O)/C=C/c1ccc([N+](=O)[O-])cc1 | -20% | ? | 0% | -6% | -7% | -6% | ? | -2% | -5 | -2% | 1%
CC1=NN(c2ccc(F)cc2)C(=O)C1C(c1cccc(O)c1)c1c(C)[nH]n(-c2ccc(F)cc2)c1=O (configuration not stated) | -35% | ? | -6% | 1% | -13% | 18% | 11% | ? | -26 | 1% | 0%
Cc1cc(C(=O)CSc2nnc(-c3ccco3)o2)c(C)n1Cc1ccco1 | 50% | 47%[activator] | 7% | 23% | 9% | 12% | 13% | ? | -15 | ? | 0%
CNC(=O)C(=O)NCC1OCCCN1S(=O)(=O)c1ccc2c(c1)OCCO2 (configuration not stated) | -12% | nt | 11% | -1% | 4% | 1% | 9% | -2% | -6 | 5% | -7%
O=C(Nc1nnc(-c2ccncc2)s1)C1CCCO1 (configuration not stated) | 33% | -22% | 14% | ? | 9% | 8% | 12% | -11% | 11 | 1% | 13%
CCOC(=O)C1=C(C)OC(N)=C(C#N)C1c1cccs1 (configuration not stated) | 24% | -10% | 0% | 2% | 8% | -12% | -10% | -13% | -13 | -1% | -3%
CCOC(=O)Cc1csc(NC(=O)c2c(O)c3c(n(CC(C)C)c2=O)CCCC3)n1 | -19% | nt | 1% | -4% | -1% | -1% | ? | 5% | -19 | -9% | -2%

These rows are one share of the data, so the mix of outcomes need not match the whole.
